Compound activity as filed in PubChem BioAssay.
C diff HTS: C. difficile growth inhibition | Clostridium difficile clinical isolate growth, OD600, 24 h; active compounds read low | growth activity, negative = inhibition, % at 16 µg/mL (by protocol) | actives 0.25% (n = 86,000);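 active means mean growth activity at or below -80% and every replicate also at or below -80%; inconclusive means mean at or below -80% but some replicate above -80%; inactive means mean growth activity above -80%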;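 further: 0% = DMSO wells and -100% = levofloxacin 16 µg/mL wells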
Tcruzi prolif: inhibitors of T. cruzi proliferation; T. cruzi beta-gal in NIH3T3, GalScreen luminescence, 90 h; inhibition, % at 8.34 µM; actives 5.9% (n = 77,000); AID 624255;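 active means mean inhibition above about 93%, with at least 55% of replicates each passing it, limit read from the data, passing the limit was not always enough; inconclusive means only one of those two conditions holds; inactive means neither condition holds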
KDM4C inh: blocks human GASC-1 (KDM4C) demethylase activity. Q9H3R0. GST-KDM4C 2-372, H3K9me3 peptide, LANCE TR-FRET. inhibition, % at 12.5 µM. actives 0.15% (n = 96,000);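 active means mean replicate inhibition above about 25%, with at least 55% of replicates also reaching it, limit read from the data, passing the limit was not always enough; inconclusive means only one of those two conditions met; inactive means neither condition met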
Target sequence (Q9H3R0 2-372 limits assumed): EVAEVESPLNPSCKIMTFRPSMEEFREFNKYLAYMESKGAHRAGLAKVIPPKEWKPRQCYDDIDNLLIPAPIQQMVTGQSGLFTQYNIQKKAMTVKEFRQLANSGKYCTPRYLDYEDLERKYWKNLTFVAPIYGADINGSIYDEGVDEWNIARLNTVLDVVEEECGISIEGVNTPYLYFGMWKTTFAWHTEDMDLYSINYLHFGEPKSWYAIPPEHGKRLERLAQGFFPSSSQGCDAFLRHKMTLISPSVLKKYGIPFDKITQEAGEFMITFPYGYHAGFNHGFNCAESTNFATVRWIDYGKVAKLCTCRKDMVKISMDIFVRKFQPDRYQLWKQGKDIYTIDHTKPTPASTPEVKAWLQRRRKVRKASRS
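System – N-terminal GST-fused human GASC-1 (KDM4C) fragment, residues 2-372 · Input – enzyme final amount 10 nM · Technique – LANCE TR-FRET, Eu antibody, ULight-streptavidin, EDTA, ex 340 nm, em 618/671 nm · Medium – HEPES buffer, pH 7.5, plus ascorbate · Incubation – enzyme reaction 30 min, then detection 60 min, both room temperature · Reagent – H3K9me3 peptide with Fe(II)/2OG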
Pf Dd2 growth: inhibitors of Plasmodium falciparum Dd2 growth; actives 2.3% (n = 94,000); activity change, % at 10 µM; P. falciparum Dd2 growth, SYBR Green, 72 h; active compounds read low; AID 1159554; in the data active means activity change below about -80%; inconclusive means no clear call, values can overlap the other calls
An asterisk follows results filed as active; ? = inconclusive; / = not tested or not shown; & = joins results of further samples.

SMILES	C diff HTS	Tcruzi prolif	KDM4C inh	Pf Dd2 growth
Cc1noc(C)c1NC(=O)Nc1ccc2c(c1)C(=O)N([C@@H](C)CO)C[C@@H](C)[C@@H](CN(C)CC1CC1)OCCCC[C@@H](C)O2	-2	84	-0.3	31
O=C(Nc1ccc2c(c1)OCO2)N[C@H]1C=C[C@H](CC(=O)N2CCN(c3ccccc3)CC2)O[C@@H]1CO	/	-3	0.1	6
CCC(=O)Nc1ccc2c(c1)C(=O)N(C)C[C@@H](OC)[C@@H](C)CN(C(=O)Cc1ccccn1)[C@H](C)CO2	/	11	1.1	3
COCC#Cc1ccc([C@H]2[C@@H](CO)N3C(=O)CN(C(=O)C4CC4)C[C@H]23)cc1	-6	/	-0.8	14
C[C@@H]1CCCCO[C@H](CN(C)Cc2ccc(C(=O)Nc3ccccc3N)cc2)[C@@H](C)CN([C@H](C)CO)C(=O)c2cc(NS(=O)(=O)c3ccc(Cl)cc3)ccc2O1	9	89	10	-82*
C[C@H](CO)N1C[C@H](C)[C@@H](CN(C)C(=O)Nc2ccccc2)OCCCC[C@H](C)Oc2ccc(NC(=O)Nc3ccc4c(c3)OCO4)cc2C1=O	0	20	-1.3	29
C[C@@H]1CN([C@H](C)CO)C(=O)Cc2cc(NS(C)(=O)=O)ccc2O[C@@H]1CN(C)C(=O)Nc1ccccc1	-1	/	-2.3	11
C[C@@H]1CN([C@H](C)CO)C(=O)c2cc(NS(C)(=O)=O)ccc2O[C@@H](C)CCCCO[C@@H]1CN(C)CC1CCCCC1	5	0	-1.0	/
O=C(C[C@H]1CC[C@@H]2[C@H](COC[C@@H](O)CN2Cc2nccs2)O1)NCc1ccccc1	/	-12	1.3	3
C[C@@H]1CN([C@@H](C)CO)C(=O)CCCn2nncc2CO[C@H]1CN(C)C(=O)Nc1ccnc(N2CCOCC2)c1	-1&0	9&-150	0.9	5&17
CO[C@H]1CN(C)C(=O)c2cc(NC(=O)NC(C)C)ccc2OC[C@H](C)N(C(=O)NC(C)C)C[C@@H]1C	1	-1	1.0	/
COc1ccc(NC(=O)Nc2cccc3c2O[C@H](CN(C)CC2CCCCC2)[C@H](C)CN([C@H](C)CO)C3=O)cc1	8	-36	-0.3	-38
CC(C)NC(=O)Nc1ccc2c(c1)C(=O)N([C@H](C)CO)C[C@H](C)[C@@H](CN(C)C(=O)CCCN(C)C)OCCCC[C@H](C)O2	20	19	0.9	39
C[C@@H]1CN([C@@H](C)CO)C(=O)c2cc(-c3ccccc3)cnc2O[C@H]1CN(C)C(=O)c1ccccn1	/	65	0.0	6
C[C@H](CO)N1C[C@H](C)[C@@H](CN(C)Cc2ccc(C(=O)O)cc2)Oc2c(NC(=O)NC3CCCCC3)cccc2C1=O	6	-12	0.1	9
Cc1ccccc1-c1cnc2c(c1)C(=O)N([C@@H](C)CO)C[C@@H](C)[C@@H](CN(C)Cc1cncnc1)O2	-3	/	1.3	-8
O=C(C[C@H]1CC[C@H]2[C@@H](COC[C@@H](O)CN2S(=O)(=O)c2cccc(Cl)c2)O1)NCCCN1CCOCC1	15&-11	/	1.6	19
N#C[C@H]1N[C@@H](CO)[C@@H]1c1ccc(C#CC2CCCC2)cc1	-10	46	-1.1	24
C[C@@H]1CN([C@H](C)CO)C(=O)c2cc(NC(=O)CCC(F)(F)F)ccc2O[C@@H](C)CCCCO[C@@H]1CN(C)CC1CCCCC1	207	44	0.7	7
CN1C(=O)c2cc(NC(=O)c3cccc(C(F)(F)F)c3)ccc2OC[C@@H]2O[C@H](CC(=O)O)CC[C@H]21	-8	-29	2.1	/
CCCC#Cc1ccc2c(c1)O[C@@H](CN(C)C(=O)CN(C)C)[C@@H](C)CN([C@@H](C)CO)S2(=O)=O	-2	/	0.8	-23
O=C(C[C@@H]1C[C@H]2c3cc(NC(=O)c4cccnc4)ccc3O[C@H]2[C@@H](CO)O1)NCCN1CCCCC1	/	-33	-0.4	13
C[C@H]1CCCCO[C@H](CN(C)C(=O)C2CCCCC2)[C@@H](C)CN([C@@H](C)CO)C(=O)c2cc(NC(=O)Nc3ccccc3)ccc2O1	-2	65	15	-31
COc1ccc(S(=O)(=O)Nc2ccc3c(c2)C(=O)N([C@H](C)CO)C[C@H](C)[C@@H](CN(C)C(=O)c2ccncc2)OCCCC[C@@H](C)O3)cc1	-10	22	-0.1	-15
O=C(C[C@@H]1C[C@@H]2c3cc(NC(=O)Nc4ccccc4F)ccc3O[C@@H]2[C@@H](CO)O1)NCCc1ccccc1	-2	28	-0.9	-21

Some of the entries above, set out differently:
Every second line gives: C diff HTS, Tcruzi prolif, KDM4C inh, Pf Dd2 growth
COc1ccc(NC(=O)Nc2cccc3c2O[C@H](CN(C)CC2CCCCC2)[C@H](C)CN([C@H](C)CO)C3=O)cc1
→ 8, -36, -0.3, -38
CC(C)NC(=O)Nc1ccc2c(c1)C(=O)N([C@H](C)CO)C[C@H](C)[C@@H](CN(C)C(=O)CCCN(C)C)OCCCC[C@H](C)O2
→ 20, 19, 0.9, 39
C[C@@H]1CN([C@@H](C)CO)C(=O)c2cc(-c3ccccc3)cnc2O[C@H]1CN(C)C(=O)c1ccccn1
→ /, 65, 0.0, 6
C[C@H](CO)N1C[C@H](C)[C@@H](CN(C)Cc2ccc(C(=O)O)cc2)Oc2c(NC(=O)NC3CCCCC3)cccc2C1=O
→ 6, -12, 0.1, 9
Cc1ccccc1-c1cnc2c(c1)C(=O)N([C@@H](C)CO)C[C@@H](C)[C@@H](CN(C)Cc1cncnc1)O2
→ -3, /, 1.3, -8
O=C(C[C@H]1CC[C@H]2[C@@H](COC[C@@H](O)CN2S(=O)(=O)c2cccc(Cl)c2)O1)NCCCN1CCOCC1
→ 15&-11, /, 1.6, 19

(continued)
SMILES	C diff HTS	Tcruzi prolif	KDM4C inh	Pf Dd2 growth
CC(C)COC(=O)N(C)C[C@H]1OCc2ccccc2-c2c(n(C)c3ccccc23)C(=O)N([C@H](C)CO)C[C@@H]1C	25	85	-1.6	-41
Cc1noc(C)c1NC(=O)Nc1ccc2c(c1)CC(=O)N([C@H](C)CO)C[C@H](C)[C@H](CN(C)Cc1ccccc1)O2	-2	24	2.9	-2
C[C@H]1CN([C@@H](C)CO)C(=O)Cc2cc(NC(=O)Cc3ccccc3)ccc2O[C@H]1CN(C)S(=O)(=O)c1cn(C)cn1	9	19	-0.2	12
O=C(C[C@H]1CC[C@@H]2[C@H](COC[C@H](O)CN2S(=O)(=O)c2ccc(F)cc2)O1)N[C@H]1CCN(Cc2ccccc2)C1	2	19	-0.3	-4
C[C@H](CO)N1C[C@H](C)[C@@H](CN(C)S(=O)(=O)c2cn(C)cn2)Oc2ccc(NS(C)(=O)=O)cc2CC1=O	-4	0	0.1	21
CCCN1[C@@H]2Cn3c(ccc(/C=C/c4ccccc4)c3=O)[C@H]1[C@@H](C(=O)NCC1CC1)[C@@H]2CO	6	18	-1.4	5
C[C@H]1CN([C@@H](C)CO)C(=O)c2cc(C3=CCCC3)cnc2O[C@@H]1CN(C)C(=O)c1ccncc1	1&0	45&40	0.7	34&27
COc1ccc(NC(=O)Nc2ccc3c(c2)[C@H]2C[C@H](CC(=O)N4CCN(C)CC4)O[C@H](CO)[C@H]2O3)cc1	-3	47	0.7	4
Cc1ccc(S(=O)(=O)Nc2ccc3c(c2)C(=O)N([C@H](C)CO)C[C@H](C)[C@@H](CN(C)Cc2ccc(C(=O)O)cc2)OCCCC[C@@H](C)O3)cc1	/	-65	-0.4	-5
COc1ccc(CN(C)C[C@@H]2Oc3c(NC(=O)C4CC4)cccc3C(=O)N([C@@H](C)CO)C[C@H]2C)cc1	-5	24	1.3	-62
C[C@@H](NC(=O)C[C@@H]1C[C@@H]2c3cc(NC(=O)C4CCOCC4)ccc3O[C@@H]2[C@H](CO)O1)c1ccccc1	/	-8	-3.5	13
CC(C)CC#Cc1ccc2c(c1)O[C@@H](CN(C)C(=O)c1cccc(F)c1)[C@@H](C)CN([C@@H](C)CO)S2(=O)=O	9	102*	-0.5	-65
CCCN(C)C[C@@H]1Oc2cc(C#Cc3cccc(OC)c3)ccc2S(=O)(=O)N([C@H](C)CO)C[C@@H]1C	1	/	2.8	-37
C[C@H](CO)N1C[C@H](C)[C@H](CN(C)Cc2ccc(Cl)c(Cl)c2)Oc2ccc(NC(=O)CCN3CCOCC3)cc2CC1=O	-1	9	-0.8	1
COc1ccccc1NC(=O)N[C@@H]1CC[C@@H](CCNS(=O)(=O)c2ccc(C)cc2)O[C@@H]1CO	-9	/	2.8	19
C[C@@H]1CN([C@@H](C)CO)C(=O)c2cc(NC(=O)Nc3ccc(F)cc3)ccc2O[C@@H](C)CCCCO[C@H]1CN(C)CC1CC1	10	81	-2.6	-22
CCCC#Cc1ccc2c(c1)O[C@H](CN(C)Cc1ccc3c(c1)OCO3)[C@@H](C)CN([C@H](C)CO)S2(=O)=O	19	101*	-1.1	/
C[C@@H]1CN([C@@H](C)CO)C(=O)c2cc(C#CCc3ccccc3)cnc2O[C@@H]1CN(C)CC1CCOCC1	2	-87	0.0	-57
COc1ccc2c3c([nH]c2c1)[C@@H](CO)N(C(=O)C1CC1)CC31CN(C(=O)c2ccncc2)C1	2	/	0.3	-17
C[C@@H]1CCCCO[C@H](CN(C)Cc2ccc(C(=O)O)cc2)[C@H](C)CN([C@H](C)CO)C(=O)c2cc(NC(=O)Cc3ccccc3)ccc2O1	-6	-34	0.8	17
CC(C)NC(=O)N[C@H]1C=C[C@H](CC(=O)NCCN2CCCC2)O[C@H]1CO	5	/	1.0	16
C[C@@H]1CN([C@H](C)CO)C(=O)c2cc(NC(=O)CCC(F)(F)F)ccc2O[C@@H]1CN(C)S(=O)(=O)c1ccc(F)cc1	-15	6	-0.2	20
O=C(N[C@H]1CC[C@@H](CCNS(=O)(=O)Cc2ccccc2)O[C@H]1CO)c1ccc2c(c1)OCO2	/	1	-0.1	-2
CCNC(=O)C[C@@H]1CC[C@@H]2[C@H](COC[C@@H](O)CN2C(=O)C2CCOCC2)O1	4&-7	18	-0.2	/
COc1ccc(CN(C)C[C@H]2OCCCC[C@@H](C)Oc3ccc(NS(=O)(=O)c4ccc(F)cc4)cc3C(=O)N([C@@H](C)CO)C[C@H]2C)cc1	-3	52	-1.0	-74
SMILES	C diff HTS	Tcruzi prolif	KDM4C inh	Pf Dd2 growth
CN(C)CC(=O)N1[C@H](C#N)[C@@H](c2ccc(-c3ccccc3F)cc2)[C@@H]1CO	-2	44	1.3	-3
COc1ccc(S(=O)(=O)N(C)C[C@@H]2Oc3ccc(NC(=O)Nc4cccc5ccccc45)cc3C(=O)N([C@@H](C)CO)C[C@@H]2C)cc1	-7	/	1.8	-16
CC(C)CC#Cc1cnc2c(c1)C(=O)N([C@@H](C)CO)C[C@H](C)[C@@H](CN(C)S(=O)(=O)c1cn(C)cn1)O2	-8	38	2.7	15
C[C@@H]1CN([C@H](C)CO)C(=O)CCCn2cc(nn2)CO[C@@H]1CN(C)Cc1ccccc1C(F)(F)F	-2	-94	0.6	21
O=C(C[C@@H]1CC[C@H](NS(=O)(=O)c2ccc(F)cc2)[C@H](CO)O1)NC1CCC1	4	-30	-0.5	-7
CC(C)C[C@@H]1COCc2cn(nn2)CC[C@H](C)C(=O)N1	-2	/	-0.2	/
O=C(Nc1cccc(F)c1)N1C[C@H]2[C@@H](c3ccccc31)[C@@H](CO)N2C(=O)Cc1ccccc1	-2	52	2.1	9
Cc1ccc(S(=O)(=O)Nc2ccc3c(c2)C(=O)N([C@@H](C)CO)C[C@@H](C)[C@@H](CN(C)Cc2ccc4c(c2)OCO4)O3)cc1	-2	88	1.2	-23
CC(C)C#Cc1ccc2c(c1)O[C@@H](CN(C)Cc1ccccn1)[C@H](C)CN([C@@H](C)CO)S2(=O)=O	27	?	/	-66
C[C@@H]1CN([C@@H](C)CO)C(=O)c2cc(/C=C/c3ccccc3)cnc2O[C@H]1CN(C)S(=O)(=O)c1cccs1	-2	/	-0.9	-56
O=C(c1ccccc1F)N1C[C@H]2[C@@H](c3ccccc31)[C@H](CO)N2C(=O)c1ccncc1	-1	-39	0.4	6
C[C@@H]1CCCCO[C@@H](CN(C)C(=O)Nc2cccc3ccccc23)[C@@H](C)CN([C@H](C)CO)C(=O)c2cc(NC(=O)CCCCCC(=O)Nc3ccccc3N)ccc2O1	6	-2	0.1	-30
CN1CCN(C(=O)C[C@@H]2CC[C@H](NC(=O)c3ccc4c(c3)OCO4)[C@@H](CO)O2)CC1	/	-3	1.9	-15
CC(C)NC(=O)N(C)C[C@@H]1Oc2ncc(C#CC3CCCC3)cc2C(=O)N([C@H](C)CO)C[C@@H]1C	-4	0	1.0	-24
C[C@@H]1CN([C@H](C)CO)C(=O)Cc2cc(NC(=O)Cc3cn(C)c4ccccc34)ccc2O[C@@H]1CN(C)Cc1ccc(-c2ccccc2)cc1	-1	91	1.7	-6
C[C@@H]1CN([C@@H](C)CO)C(=O)Cc2cc(NS(=O)(=O)c3ccc(F)cc3)ccc2O[C@H]1CN(C)C(=O)Nc1ccc(F)cc1	-11	-21	-0.1	4
COCC(=O)N(C)C[C@@H]1Oc2ncc(C#C[C@@H](C)O)cc2C(=O)N([C@H](C)CO)C[C@H]1C	-4	23	-0.8	/
